GPR55 LPI antagonism = GPR55 antagonists blocking LPI-driven arrestin recruitment, primary screen, imaging, U2OS, beta-arrestin-GFP, LPI agonist (AID 2013). U2OS GPR55 beta-arrestin-GFP translocation imaging, LPI antagonism; higher % means a stronger effect. inhibition, % at 10 µM, or IC50 in µM where a hit was titrated. 290,000 tested, 0.13% active;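 active = spots per cell inhibited over 60%, with over 100 cells counted and total cytoplasm intensity under 500,000; inconclusive = wells with under 100 cells, flagged as likely toxic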;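 note: U2OS cells stably carrying GPR55 and arrestin-GFP stimulated by 5 µM LPI near EC80; imaged beta-arrestin-GFP aggregate spots per cell after agonist stimulation; plate controls were LPI-stimulated DMSO wells for no effect and DMSO wells without LPI for full effect; some results filed as inactive read as strong as hits; confirmed hits need IC50 under 10 µM and bright autofluorescent wells are also inconclusive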
Salmonella PhoP GFP = PhoP-dependent GFP reporter repression – Salmonella Typhimurium, primary screen (AID 1863); inhibition, % at 50 µM; hits with a dose series show IC50 in µM; S. Typhimurium PhoP-regulated promoter GFP reporter, 4 h; higher % means a stronger effect; 300,000 tested, 0.16% active;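 active = inhibition over 29.93%, a cutoff 3 SD above the screen mean, later confirmed by dose response; inconclusive = inhibition over 29.93% but no dose response follow-up; inactive = inhibition at most 29.93% or unconfirmed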;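 note: 0% = low Mg2+ inducing control and 100% = high Mg2+ repressing control; strong numbers were not always called active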
SIAH1 antagonists = blockers of Siah-1 interaction with plectin peptide – biochemical, fluorescence polarization, rhodamine-plectin, uHTS, primary screen (AID 1817); Siah-1 / rhodamine-plectin peptide fluorescence polarization; higher % means a stronger effect; one-dose displacement, % at 20 µM; IC50 in µM for titrated hits; 290,000 tested, 0.02% active;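 active = displacement of at least 50% at 20 µM, with a fluorescence ratio check between 0.3 and a set limit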;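 note: plate controls were Siah plus tracer with DMSO for no effect and tracer alone without Siah for full effect; strong numbers were not always called active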
Rac1 GTP hydrolysis = MgcRacGAP GTPase-activating activity inhibitors, confirmation, biochemical, ADP Hunter fluorescence | inhibition, % at 30 µM; hits with a dose series show IC50 in µM | MgcRacGAP-stimulated Rac1 GTP hydrolysis, ADP Hunter fluorescence; higher % means a stronger effect; GST-tagged Rac1 F28L mutant substrate | 340,000 tested, 0.6% active;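 active = first-screen hits whose inhibition reached a set limit at any dose in the follow-up dose series; inconclusive = inhibition above the set first-screen limit but never retested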;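 note: fluorescence reports GDP produced by GAP-driven GTP hydrolysis; strong numbers were not always called active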
HIV peptide binding = inhibitors of HIV fusion peptide binding, primary screen, biochemical, uHTS, fluorescence dequenching (AID 1986). cell-free peptide binding, fluorescence dequenching, 30 min; higher % means a stronger effect. one-dose inhibition, % at 20 µM; IC50 in µM for titrated hits. 290,000 tested, 0.3% active; in the data active = inhibition mostly above about 52%, no sharp cut-off; inactive = mostly below about 76%; note: some results filed as inactive read as strong as hits
GPR35 arrestin U2OS = GPR35 antagonists blocking zaprinast-driven arrestin recruitment, primary screen, imaging, U2OS, beta-arrestin-GFP, zaprinast agonist (AID 2058) | U2OS GPR35 beta-arrestin-GFP translocation imaging, zaprinast antagonism; higher % means a stronger effect | inhibition, % at 10 µM, or IC50 in µM where a hit was titrated | 290,000 tested, 0.052% active;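 active = inhibition of at least 50% with at least 30 cells and total cytoplasm GFP at most 10,000,000; inconclusive = under 30 cells or total GFP of 10,000,000 plus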
LYP phosphatase = PTPN22 lymphoid phosphatase activity blockers – biochemical, fluorescence intensity, uHTS (AID 1779); recombinant LYP phosphatase, fluorescence intensity; higher % means a stronger effect; 290,000 tested, 0.054% active; inhibition, % at 11.5 µM; hits with a dose series show IC50 in µM; in the data active = inhibition above about 50%;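 note: plate controls were vehicle with enzyme for no effect and no enzyme for full effect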
Myeloid diff 2 = compounds promoting myeloid differentiation. ER-HoxA9 myeloid progenitors, lysozyme-GFP differentiation, flow cytometry. calls only at 10 µM. 360,000 tested, 1% active;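 active = normalized GFP-positive differentiation at or above the plate's own cutoff, the solvent-only control mean plus 3 SD; inconclusive = no clear call, values can overlap the other calls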;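 note: cells exposed to compound for four days before flow analysis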
NTR1 ag = NTR1-driven beta-arrestin-GFP spot formation – imaging, U2OS cells, high content, primary screen (AID 493036). P30989. activation, % at 20 µM. agonist mode. 330,000 tested, 0.17% active;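 active = activation at or above 40% of the spot to cytoplasm intensity ratio, with at least 20 cells analyzed; inconclusive = wells under 20 cells, flagged as cytotoxic or low count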;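 note: 0% = DMSO without peptide and 100% = 100 nM NTR1 peptide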
Target sequence (P30989 whole entry, looked up): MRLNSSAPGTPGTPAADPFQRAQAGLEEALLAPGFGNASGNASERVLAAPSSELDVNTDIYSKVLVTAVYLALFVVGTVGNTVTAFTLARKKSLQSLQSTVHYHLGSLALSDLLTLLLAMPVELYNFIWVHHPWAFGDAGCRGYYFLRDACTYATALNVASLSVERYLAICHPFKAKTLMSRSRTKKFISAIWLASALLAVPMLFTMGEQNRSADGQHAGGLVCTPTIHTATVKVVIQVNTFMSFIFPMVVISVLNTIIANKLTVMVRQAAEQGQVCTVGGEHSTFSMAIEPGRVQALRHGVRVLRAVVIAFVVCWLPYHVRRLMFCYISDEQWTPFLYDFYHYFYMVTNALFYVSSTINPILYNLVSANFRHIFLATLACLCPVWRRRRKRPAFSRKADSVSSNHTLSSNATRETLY
NTR1 ag cell count 20 µM = also measured in NTR1 ag; calls as there; cell count; measured here: cell count, cytotoxicity flag
Myeloid diff 2 GFP+ MAC1+ % = also measured in Myeloid diff 2; calls as there; GFP+ MAC1+ double positive, %; measured here: differentiation confirmed by MAC1 staining
Active calls of the source: *; i = inactive; ? = inconclusive; . = not tested or not shown; & = joins results of further samples. Outcome played no part in choosing rows. Share with any hit: about 2.4%.

The line under a structure holds: GPR35 arrestin U2OS	Salmonella PhoP GFP	NTR1 ag cell count 20 µM	GPR55 LPI antagonism	Rac1 GTP hydrolysis	Myeloid diff 2 GFP+ MAC1+ %	NTR1 ag	Myeloid diff 2	LYP phosphatase	SIAH1 antagonists	HIV peptide binding
> CCOC(=O)c1c(-c2ccc(OC)cc2)csc1NC(=O)CSc1nnc(C)c(=O)[nH]1
 : 4%	-9%	38	8%	-12%	0.2	4.8	i	3%	6%	17%
> COc1ccc(NC(=O)CSc2nc3ccccc3n2-c2ccccc2)c([N+](=O)[O-])c1
 : -8%	-1%	76	-4%	13%	0.4	0.7	i	-6%	-1%	-0.5%
> Cc1nnc(SCC(=O)N2CC(=O)Nc3ccccc32)n1-c1ccccc1
 : 11%	3%	87	10%	6%	0.0	-1.8	i	1%	1%	3.9%
> CCC(NC(=O)C1(C)CC1(Br)Br)c1ccc(C)cc1 (centres undefined)
 : 3%	4%	46	7%	5%	0.9	0.3	i	-5%	-4%	-0.7%
> Cc1c(C(=O)O)oc2ccc(S(=O)(=O)NCc3ccc4c(c3)OCO4)cc12
 : 12%	-3%	67	6%	-7%	12	-1.7	i	-3%	1%	-1.0%
> O=C(NCC(=O)N1CCC(N2CCCCC2)CC1)C1CCCCC1
 : -3%	-4%	79	10%	7%	1.2	-0.4	i	-3%	2%	-3.0%
> O=C(NCC(c1ccco1)N1CCc2ccccc21)c1ccccc1 (centres undefined)
 : .	-2%	63	.	9%	1.3	-0.4	i	.	.	.
> O=C(c1ccncc1)c1ccc([N+](=O)[O-])cc1
 : ?	-3%	61	17%	1%	0.1	2.4	i	-9%	8%	1.0%
> Cc1cc(CN(C)C(=O)c2cc(COc3ccc(C)c(C)c3)on2)n[nH]1
 : -9%	0%	62	-10%	4%	0.4	1.1	i	-6%	2%	-0.3%
> COc1cc2nc(CC(C)C)n(NC(=O)c3ccccc3)c(=O)c2cc1OC
 : -6%	3%	89	0%	2%	4.3	-1.2	i	-4%	-3%	1.0%
> COc1cc(OC)c(/C=N/NC(=O)c2ccc([N+](=O)[O-])cc2)cc1Br
 : 15%	6%	63	18%	6%	6.1	7.1	i	-9%	3%	3.1%
> O=C(Nc1ccc(-n2nncc2-c2ccco2)cc1)c1cccc(F)c1
 : -3%	-2%	77	-2%	6%	3.1	2.7	i	2%	9%	3.0%
> CCOC(=O)Cn1c(=NC(=O)C2CC2)sc2c(C)cc(C)cc21
 : 8%	0%	62	-23%	5%	0.3	4.3	i	-2%	-4%	-2.1%
> CCOC(=O)c1c(C)oc2ccc(OS(C)(=O)=O)cc12
 : -19%	.	31	5%	4%	0.4	4.2	i	-2%	-10%	-1.0%
> Cc1cccc(NC(=O)CSc2n[nH]c(-c3cccnc3)n2)c1
 : 1%	3%	52	1%	3%	.	-0.9	.	-10%	-2%	1.0%
> COc1ccccc1CN1CC(C(=O)NC2(c3ccccc3)CC2)CCC1=O (centres undefined)
 : 7%	1%	58	5%	7%	2.2	0.3	i	-9%	0%	1.8%
> CC(C)(C)/C=N/NC(=O)C1CC1
 : 3%	5%	47	-4%	.	0.3	2.2	i	-4%	-2%	0.1%
> Cn1nnnc1SCC(=O)Nc1c(Cl)cccc1Cl
 : 4%	-2%	72	9%	5%	1.3	-0.1	i	-15%	-7%	-1.5%
> Cc1nc(NC(=O)CN2CC(C)OC(C)C2)sc1C(=O)N(C)C (centres undefined)
 : 4%	2%	83	-2%	12%	0.8	0.0	i	-12%	-1%	0.0%
> CC(=O)C1=C(C)NC(=O)NC1c1cc(Br)ccc1OCC(N)=O (centres undefined)
 : 0%	3%	48	5%	13%	0.3	0.0	i	6%	0%	3.6%
> O=C(Nc1ccccc1Oc1cccnc1)C1CCCN(Cc2ccccc2O)C1 (centres undefined)
 : 6%	10%	61	-17%	1%	0.3	-0.2	i	-17%	-11%	-1.0%
> CC(C)C(C(=O)NCc1ccco1)N(C(=O)CNS(=O)(=O)c1ccc(Cl)cc1)C1CCCC1 (centres undefined)
 : 0%	-5%	55	2%	15%	0.6	2.7	i	8%	-1%	4.2%
> Cc1ccsc1C1NC(=O)c2c(sc3c2CCCC3)N1 (centres undefined)
 : -8%	-4%	61	11%	26%	4.6	4.9	i	-1%	6%	3.2%
> CCN(CC)C1CCS(=O)(=O)C1 (centres undefined)
 : -20%	2%	24	-1%	5%	0.4	-1.7	i	-5%	-6%	-1.7%
> Cc1nn(C)cc1S(=O)(=O)Nc1ccc(F)c(F)c1
 : 20%	7%	62	12%	7%	0.4	0.8	i	-10%	-5%	-1.1%
> COC(=O)c1sccc1NC(=O)Nc1ccccc1Cl
 : -2%	-4%	52	15%	8%	3.8	-0.9	i	-4%	10%	-1.0%
> COc1ccccc1C(=O)N1C(CC(=O)Nc2ccccc2C)C(=O)NC2CCCCC21 (centres undefined)
 : -9%	-1%	64	6%	3%	3.8	0.6	i	-7%	9%	-0.2%
> Cc1cc(OCC(=O)NCCCn2ccnc2)c2c(C)cc(=O)oc2c1
 : 6%	-2%	49	6%	9%	0.2	0.5	i	-9%	-1%	3.1%
> COc1ccccc1NCC(=O)NNCC(=O)Nc1ccc(F)c(Cl)c1
 : -29%	-3%	64	19%	-24%	0.3	-1.2	i	-3%	-4%	-0.7%
> COc1ccc(OC)c(/C=N/NC(=O)CSc2nnc(C)n2-c2ccccc2)c1
 : -3%	-9%	45	7%	-3%	.	0.3	?	-4%	0%	-2.0%
> CCCCS(=O)(=O)Nc1ccc(Cc2ccncc2)cc1
 : -11%	3%	42	14%	15%	0.4	0.0	i	6%	3%	-0.4%
> CC(=O)c1ccc(NC(=S)NC(=O)CC(C)C)cc1
 : 2%	-9%	84	3%	5%	0.2	-1.2	i	-4%	3%	-2.2%
> Cc1cccc(-n2c(O)c(C=Nc3c(C)n(C)n(-c4ccccc4)c3=O)c3ccccc3c2=O)n1
 : 15%	-2%	64	-1%	6%&10%	1.0&0.7	0.7	i	3%	2%	-2.5%
> Cc1noc(C)c1CSc1nnc2cc(C)c3ccccc3n12
 : -6%	.	32	6%	.	.	-0.3	.	-2%	5%	-1.2%
> S=C(Nc1ccccc1Cl)N(Cc1ccccc1)Cc1cccnc1
 : -8%	4%	70	6%	8%	0.7	0.1	i	-5%	0%	-1.6%
> O=C(COc1cc2oc(=O)c3c(c2cc1Cl)CCC3)NCC1CCC(C(=O)O)CC1 (centres undefined)
 : -8%	-5%	54	20%	2%	3.6	3.6	i	-3%	6%	1.7%
> Cc1ccc(C(=O)NC2CCN(S(=O)(=O)c3ccccc3)CC2)cc1
 : 10%	-5%	54	15%	-2%	0.2	0.3	i	-3%	6%	5.7%
> CC1CCN(C(=S)NC2CCCCC2)CC1
 : -9%	-11%	70	6%	2%	1.2	4.1	i	0%	12%	-0.2%
> O=C(c1ccc2c(=O)n(CCc3ccccc3)c(=O)[nH]c2c1)N1CCN(c2ccccc2)CC1
 : -13%	2%	45	-14%	8%	0.3	1.9	i	-3%	1%	-0.2%
> Cc1c(C)c2ccc(OCC(=O)N3CCN(c4cccc(Cl)c4)CC3)cc2oc1=O
 : 12%	-1%	55	0%	8%	4.7	2.5	i	0%	-1%	-0.9%
> Cc1c(C(=O)/C=C/N(C)C)nnn1-c1ccc(Cl)cc1Cl
 : 5%	1%	40	7%	8%	1.4	0.9	i	-3%	-1%	3.5%
> O=C(Nc1ccc(Br)cc1Cl)N1CCOCC1
 : 7%	-3%	81	17%	6%	0.3	-1.0	i	-6%	6%	-0.8%
> O=C(O)CCCNC(=O)/C(=C\c1ccccc1F)NC(=O)c1ccccc1
 : 7%	-8%	50	-5%	-8%	0.8	1.4	i	-11%	-3%	-1.0%
> O=C(COc1cccc(F)c1)NNC(=O)c1cccc(-n2cccc2)c1
 : .	-5%	41	.	2%	1.3	3.6	i	.	.	.
> Cc1ccc(S(=O)(=O)N2CCN(C(=O)COC(=O)Cc3cccc(C(F)(F)F)c3)CC2)c(C)c1
 : .	-1%	64	.	5%	1.0	2.2	i	.	.	.
> O=C(CSc1nc(=O)n2ccccc2n1)N1CCN(c2ccccc2)CC1
 : .	3%	54	.	4%	1.6	1.4	i	.	.	.
> NC(=O)C1(N2CCCCC2)CCN(C(=O)Nc2ccccc2C(F)(F)F)CC1
 : -28%	-9%	45	8%	.	.	1.5	.	1%	0%	0.6%
> O=c1c2c3c(sc2nc2n1CCC2)CCCCC3
 : 0%	.	63	8%	10%	1.3	0.5	i	-9%	7%	-0.1%
> COc1ccc(CN2CCC(CO)(Cc3cccc(C(F)(F)F)c3)CC2)cc1Cn1cccn1
 : 11%	-9%	63	3%	-2%	0.5	6.7	i	-5%	-2%	0.6%
> Cc1nn(C)c(Cl)c1/C=N/OC(=O)c1ccccc1
 : 7%	0%	32	5%	13%	0.2	2.3	i	4%	5%	2.1%

(cont.)
The line under a structure holds: GPR35 arrestin U2OS	Salmonella PhoP GFP	NTR1 ag cell count 20 µM	GPR55 LPI antagonism	Rac1 GTP hydrolysis	Myeloid diff 2 GFP+ MAC1+ %	NTR1 ag	Myeloid diff 2	LYP phosphatase	SIAH1 antagonists	HIV peptide binding
> Cc1ccccc1NC(=O)NCCc1ccc(Cl)cc1
 : -1%	8%	59	-12%	5%	0.3	-0.6	i	-5%	-1%	-1.3%
> CCOC(=O)C1=C(C)OC(N)=C(C#N)C1c1ccccc1 (centres undefined)
 : 11%	-2%	39	12%	0%	0.5	1.4	i	-8%	1%	-2.2%
> COc1ccc(CCNC(=O)CCNS(=O)(=O)c2cccc3nsnc23)cc1OC
 : 22%	-1%	87	-7%	4%	0.8	-1.5	i	-4%	2%	1.4%
> O=C(c1ccccc1)N(Cc1ccc2c(c1)OCO2)Cc1nc2ccccc2c(=O)[nH]1
 : 3%	22%	69	1%	11%	0.8	-0.4	i	2%	0%	0.3%
> Cc1ccc(C(=O)Nc2sc(C)c(-c3ccccc3)c2C(N)=O)cc1[N+](=O)[O-]
 : -12%	0%	50	0%	16%	0.5	5.8	i	5%	1%	-1.2%
> O=C(CCc1nnc(-c2ccc3c(c2)OCO3)o1)N1CCC(c2ccc(F)cc2)C1 (centres undefined)
 : 32%	-2%	44	9%	-3%	0.3	2.1	i	-8%	9%	0.6%
> O=C(COC(=O)c1cc(=O)[nH]c2ccccc12)Nc1nccs1
 : -5%	1%	64	-2%	12%	0.9	1.4	i	-9%	4%	-0.8%

Screening results from PubChem.
